Source: PubChem BioAssay (National Center for Advancing Translational Sciences (NCATS))
KDM5B inhibitor: KDM5B demethylase inhibition; Q9UGL1; KDM5B demethylase, FDH-coupled NADH fluorescence (FDH is formaldehyde dehydrogenase); Potency, µM (highest dose often 57.7 µM), for the others: top-dose activity change, negative = inhibition, most hits filed as inhibitors; 220,000 tested, 2.6% active; AID 1347165; active = well fitted inhibition curve with a large enough effect; inconclusive = small, poorly fitted or top-dose-only effect; inactive = no such curve, though single readings can be large or run the other way; also: 0% is about no effect; nearly all actives have a fitted effect of over 70% in size
Target sequence (Q9UGL1 whole entry, looked up): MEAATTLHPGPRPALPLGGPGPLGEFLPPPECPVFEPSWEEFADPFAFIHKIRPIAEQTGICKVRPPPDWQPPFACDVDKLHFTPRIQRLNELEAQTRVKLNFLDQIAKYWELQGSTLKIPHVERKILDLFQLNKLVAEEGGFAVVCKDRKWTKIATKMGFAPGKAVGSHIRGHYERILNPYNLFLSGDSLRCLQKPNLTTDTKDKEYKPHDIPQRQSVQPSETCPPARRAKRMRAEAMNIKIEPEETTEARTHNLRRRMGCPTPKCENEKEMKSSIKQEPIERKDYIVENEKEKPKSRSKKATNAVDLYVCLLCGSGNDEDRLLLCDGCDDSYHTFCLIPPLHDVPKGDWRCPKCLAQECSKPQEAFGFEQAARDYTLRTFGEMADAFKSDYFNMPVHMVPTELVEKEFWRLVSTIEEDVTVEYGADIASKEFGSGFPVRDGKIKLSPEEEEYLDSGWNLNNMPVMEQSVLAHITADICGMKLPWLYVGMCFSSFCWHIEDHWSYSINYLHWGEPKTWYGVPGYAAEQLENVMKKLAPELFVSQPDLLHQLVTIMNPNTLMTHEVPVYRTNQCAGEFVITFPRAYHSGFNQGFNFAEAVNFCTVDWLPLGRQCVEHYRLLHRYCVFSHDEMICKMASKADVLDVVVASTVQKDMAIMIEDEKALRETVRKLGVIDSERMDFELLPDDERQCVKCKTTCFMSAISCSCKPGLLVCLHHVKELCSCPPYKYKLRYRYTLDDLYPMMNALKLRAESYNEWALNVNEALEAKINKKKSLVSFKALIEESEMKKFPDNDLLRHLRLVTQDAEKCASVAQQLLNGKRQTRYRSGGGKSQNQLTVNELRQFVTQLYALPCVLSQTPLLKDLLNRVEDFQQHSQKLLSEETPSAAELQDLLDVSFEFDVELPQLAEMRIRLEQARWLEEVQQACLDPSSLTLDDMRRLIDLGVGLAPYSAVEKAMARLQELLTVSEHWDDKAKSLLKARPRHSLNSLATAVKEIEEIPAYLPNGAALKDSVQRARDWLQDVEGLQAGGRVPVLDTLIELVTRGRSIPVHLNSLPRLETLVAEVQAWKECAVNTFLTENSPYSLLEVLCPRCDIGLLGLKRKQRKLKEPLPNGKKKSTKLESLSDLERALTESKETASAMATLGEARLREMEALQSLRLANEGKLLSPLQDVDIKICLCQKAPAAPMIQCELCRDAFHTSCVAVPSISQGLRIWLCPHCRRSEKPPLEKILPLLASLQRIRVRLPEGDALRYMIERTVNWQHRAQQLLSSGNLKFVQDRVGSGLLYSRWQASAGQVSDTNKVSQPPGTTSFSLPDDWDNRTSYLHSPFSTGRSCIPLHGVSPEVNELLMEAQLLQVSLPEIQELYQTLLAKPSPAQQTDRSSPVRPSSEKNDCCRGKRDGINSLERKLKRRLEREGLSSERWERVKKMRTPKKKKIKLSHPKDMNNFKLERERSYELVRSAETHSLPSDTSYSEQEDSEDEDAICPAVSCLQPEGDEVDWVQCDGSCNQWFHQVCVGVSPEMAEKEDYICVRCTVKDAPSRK
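Measured: NADH fluorescence change, 30 min, RT. System: KDM5BΔAP 200 nM final, H3K4me3 peptide, α-KG, Fe(II), ascorbate, NAD⁺ plus FDH, pH 7.5 HEPES. Compounds: titrated, 10 min pre-incubation with enzyme.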
Active calls of the source: *; ? = inconclusive; [ ] = dose if it differs, or a comment. Potency is read from the fitted curve at half-maximal effect. An excerpt, so the mix of outcomes need not match the whole.

SMILES	KDM5B inhibitor
CCOC(=O)c1cc2n(n1)CC(C)(C(=O)NCCC(C)C)N(c1cc(Cl)ccc1OC)C2=O (configuration not stated)	8%
Cn1cnnc1C1CCN(C(=O)C2CCCN(C(N)=O)C2)CC1 (configuration not stated)	-17%
CCN(CC)S(=O)(=O)c1ccc(C)c(N)c1	22%
CCN(CC(=O)Nc1c(F)cccc1F)C(=O)c1nn(Cc2ccccc2)c(=O)c2ccccc12	19%
O=C(COCc1cc(-c2ccco2)on1)Nc1cc(Cl)ccc1O	-17%
O=C(NCC1CC1)c1ccccc1Nc1ccccc1	10%
COc1ccc(-c2ccc3nnc(CNC(=O)C(C)Oc4ccccc4)n3n2)cc1 (configuration not stated)	32µM*
CCOC(=O)c1ccc2nc(C)c(C)nc2c1	13%
CCN1c2cc(C(=O)N3CCN(C4CCCCC4)CC3)ccc2C(=O)N2CCCCCC21 (configuration not stated)	?
CCC(=O)N1CCC(Oc2ccc(NC(=O)NCc3ccccc3)cn2)C1 (configuration not stated)	?

Next section (2 carried over from the part before).
SMILES	KDM5B inhibitor
CCN1c2cc(C(=O)N3CCN(C4CCCCC4)CC3)ccc2C(=O)N2CCCCCC21 (configuration not stated)	?
CCC(=O)N1CCC(Oc2ccc(NC(=O)NCc3ccccc3)cn2)C1 (configuration not stated)	?
Cc1c(-c2cn(C)c(=O)n3cc(COc4ccc(Cl)cc4)nc23)cnn1C	-4%[86.2 µM]
O=C1CC2(CCN(C(=O)c3ccccc3)CC2)Oc2ccccc2N1	-2%[149 µM]
COc1ccc(/C=C/C(=O)c2cc(Cl)ccc2O)c(OC)c1	16%
CCNC(=O)c1cccnc1OC1CCN(C(=O)c2ccc(OC)cc2)C1 (configuration not stated)	-2%
COc1ccc(-c2nc(C3CC(=O)N(c4ccc(F)cc4)C3)no2)cc1F (configuration not stated)	-8%
Cc1ccc(C(=O)N2C[C@@H](CN3CCOCC3)[C@@H](CO)C2)cc1O	28%
CCOC(=O)N1CCN(Cc2nc(-c3ccc(C)s3)oc2C)CC1	?
COc1ccc(OCc2nnc(SCC(=O)NC3CCCCC3)o2)cc1	4%
CN(CCOc1ccccc1F)C(=O)c1cc(Cl)c[nH]1	-1%
CC(C)(C)C(=O)N1CCC(c2nn(-c3ccc(Cl)cc3)c(=O)[nH]2)CC1	7%
CCC(c1nc(-c2cccnn2)no1)n1cc(C(C)=O)c2ccccc21 (configuration not stated)	-5%
CN1N=C(C(=O)N=c2sc3ccccc3n2C)CCC1=O	17%
CCc1nc(SC)ncc1C(=O)NCCc1ccc(C)cc1	5%
Cc1cccc(C)c1N1CC(c2nc3ccccc3n2CC(=O)OC(C)C)CC1=O (configuration not stated)	-4%
COc1cccc(CNS(=O)(=O)c2ccc(-n3cnnn3)c(C)c2)c1	5%
N#CC(C(=O)CCc1ccccc1F)C(=O)Nc1ccccc1Cl (configuration not stated)	31%[activator]
COc1cc(=O)n2c(c1C(=O)Nc1cc(C(F)(F)F)ccc1Cl)CCCC2	-15%
O=C(c1c[nH]c2ncccc12)N1CCOCC1	11%[115 µM]
COc1cccc(Oc2coc3cc(OS(C)(=O)=O)ccc3c2=O)c1	25%
COc1ccc(-c2cc(C(=O)NCCc3cnc[nH]3)c3c(c2)N(C)CCO3)cn1	28µM*

Sorted by length of the SMILES (lowest first): some entries from above.
SMILES	KDM5B inhibitor
CCc1nc(SC)ncc1C(=O)NCCc1ccc(C)cc1	5%
CN1N=C(C(=O)N=c2sc3ccccc3n2C)CCC1=O	17%
COc1cccc(CNS(=O)(=O)c2ccc(-n3cnnn3)c(C)c2)c1	5%
COc1cc(=O)n2c(c1C(=O)Nc1cc(C(F)(F)F)ccc1Cl)CCCC2	-15%

(listing goes on)
SMILES	KDM5B inhibitor
Cc1ccc(C(=O)Nc2nnc(S(=O)(=O)N3CCN(c4ccc(F)cc4)CC3)s2)cc1	-5%
Cc1nn2c(=O)cc(COC(=O)c3cccc(NC(=O)c4cccs4)c3)nc2s1	?
CN(C)CC1(O)CCC2(CCN(C(=O)CCCc3ccccc3)CC2)CC1	1%
CCOc1cc(C(=O)O)ccc1OCc1ccccc1	16%
C[C@@H]1CN(Cc2nc3c(n2Cc2ccccc2)C(=O)N(Cc2ccccc2F)CCN3)C[C@H](C)O1	-24%
CN(C)C[C@@H]1CN(Cc2cccnc2)C[C@H]1NC(=O)C1CC=CC1	-23%
Cc1ccc(C(=O)NC2Cc3ccccc3C2)cc1	27%
Cc1noc2c(Nc3ccc(N4CCOCC4)cc3)cc(-c3cccs3)nc12	?
O=C(CNC(=O)c1cccs1)Nc1nc(-c2cccc3ccccc23)cs1	12%
CC(=O)N(C1CC1)C1CCOC2(CCN(C(=O)NCc3ccc(C)cc3)CC2)C1 (configuration not stated)	19%

Continued, overlapping the part above by 3 compounds.
SMILES	KDM5B inhibitor
Cc1noc2c(Nc3ccc(N4CCOCC4)cc3)cc(-c3cccs3)nc12	?
O=C(CNC(=O)c1cccs1)Nc1nc(-c2cccc3ccccc23)cs1	12%
CC(=O)N(C1CC1)C1CCOC2(CCN(C(=O)NCc3ccc(C)cc3)CC2)C1 (configuration not stated)	19%
O=C(c1cccnc1OC1CCN(S(=O)(=O)c2cccc(F)c2)C1)N1CCOCC1 (configuration not stated)	13%
Clc1cccc(-c2noc(-c3ncn4c3COC(c3ccccc3Cl)C4)n2)c1 (configuration not stated)	?
CC(C)CCN1C(=O)CC[C@]2(C(=O)N3CCN(C)CC3)CCCC[C@@H]12	-4%
CN(Cc1ccccc1)C(=O)CC1CCNC1 (configuration not stated)	-3%
Cc1ccc(NC(=O)N2CCCCCC2c2cccs2)cc1C (configuration not stated)	-2%
CC(C)CC(=O)N1CCC(c2nc3ccccc3o2)CC1	13%
COC(=O)c1ccc(CCNC(=O)c2nccnc2N)cc1	?
COc1ccccc1C(=O)NNC(=O)C(=O)Nc1ccc(C)c(Cl)c1	21%
Cc1cccc2c1ccn2CCC(=O)Nc1nnc(C(C)C)s1	22%
CC(C)(C)c1ccc2c(c1)OCCOCCOCCOCCO2	9%
O=C(O)CCCCCCCCCCc1ccc(C(=O)O)s1	-10%
Cc1ccccc1C(=O)NCC(=O)OCc1ncc(-c2ccccc2)o1	13%
COc1cc(C(=O)Nc2ccc(OCc3cc(=O)n4cccc(C)c4n3)cc2)cc(OC)c1OC	7%
CCCCOc1ccc(C(=O)Nc2ccc3c(c2)CCCN3C(=O)c2cccs2)cc1	-5%
CN1CCC2(C1)CN(CC1CC1)c1ccc(C(=O)NCCOc3ccccc3)cc12 (configuration not stated)	?
CCCNc1ncnc2onc(C)c12	-15%
CCOC(=O)C1CCCN(CC(=O)c2cc(C)n(C3CCS(=O)(=O)C3)c2C)C1 (configuration not stated)	-9%
COc1ccc(NC(=O)CCC2CCCN(C(=O)C3=C(C)OCCO3)C2)cc1Cl (configuration not stated)	-11%
CCc1ccc(CNC(=O)C2CCN(C(=O)c3nnn4c3COC(c3ccc(C)cc3)C4)CC2)cc1 (configuration not stated)	23%
Cc1cc(C)nc(-n2nc(C)c3c2NC(=O)CC3c2cccc(O)c2)n1 (configuration not stated)	2%

Of the compounds above, these contain an NH in an aromatic ring.
SMILES	KDM5B inhibitor
CN(CCOc1ccccc1F)C(=O)c1cc(Cl)c[nH]1	-1%
CC(C)(C)C(=O)N1CCC(c2nn(-c3ccc(Cl)cc3)c(=O)[nH]2)CC1	7%
O=C(c1c[nH]c2ncccc12)N1CCOCC1	11%[115 µM]
COc1ccc(-c2cc(C(=O)NCCc3cnc[nH]3)c3c(c2)N(C)CCO3)cn1	28µM*

Next section:
SMILES	KDM5B inhibitor
Cc1ccc(Cl)cc1-n1ncc2c(N3CCN(Cc4ccccc4)CC3)ncnc21	?
Cn1c(=O)c2[nH]c(N3CCN(C(=O)c4ccccc4F)CC3)nc2n(C)c1=O	10%
O=C(CCc1ccccc1)N1CCC(c2noc(-c3cnccn3)n2)C1 (configuration not stated)	22%
COc1ccc(NC(=O)CC2C(=O)N(c3ccc(F)cc3)C(=O)N2Cc2ccc3c(c2)OCO3)cc1 (configuration not stated)	-1%
C[S+](=O)([O-])c1ccc(-c2cc(C(=O)NCc3ccc(F)cc3)nn3cccc23)cc1	-15%[115 µM]
COc1cccc(CC(NC(C)=O)C(=O)NC2CCN(C(=O)c3ccncc3)CC2)c1OC (configuration not stated)	20%
CC(=O)c1c(C)nn(CC(=O)N[C@H]2CCOC[C@H]2C2CCOCC2)c1C	18%
Cc1ccc(N2C(=O)CCS2(=O)=O)cc1S(=O)(=O)NC1CCCC1	11%
Cc1cc(-c2nc3ncccc3o2)ccc1NC(=O)c1ccc([N+](=O)[O-])o1	-11%
COc1ccc(/C=N/NC(=O)c2ccncc2)c(C(=O)O)c1OC	2%
COc1ccc(N2CCN(C(=O)CSc3nc(-c4ccccc4)no3)CC2)cc1	-16%
CCC(CC)C(=O)Nc1ccc(OCc2cc(=O)n3c4c(sc3n2)CCCC4)cc1	?
Cc1c(Cl)cccc1N=C1NN=C(c2ccc3c(c2)CC(C)N3S(C)(=O)=O)CS1 (configuration not stated)	-7%
CCc1noc(-c2cn(C3CCN(C(=O)c4ccc(OC)c(OC)c4)C3)nn2)n1 (configuration not stated)	15%
Cc1ccccc1C(=O)N1CCc2nc(C3CC3)nc(-c3ccc(O)cc3)c2CC1	-13%
Cc1ccc2nc(C)c(C(=O)N(C)CC(=O)NC(C)(C)C)cc2c1	19%
O=C(c1nc(-c2ccncc2)no1)N1CCN(c2ccc(F)cc2)CC1	9%
COc1cccc(C(=O)Oc2ccc3ccccc3c2)c1	20%
CNS(=O)(=O)c1cn(CC(=O)N2CCN(c3cccc(C)c3C)CC2)cc1S(=O)(=O)NC	-4%
CCOc1ccc2c(n1)CCN(C(=O)c1ccc(OC)c(OC)c1)C2	?
Cc1ccc2nc([C@H]3CCN(C(=O)Nc4ccccc4)C3)[nH]c2c1	-9%[86.2 µM]
CCCOc1ccc(CNC(=O)CN2C(=O)c3cccnc3Oc3ccc(C)cc32)cc1	-24%
CCc1nn2c(=O)cc(COC(=O)CNC(=O)c3ccccc3)nc2s1	-26%
CC(=O)C1=C(c2ccc(Cl)c(Cl)c2)N(C(C)=O)n2c(C)nnc2S1	-16%
COc1ccc(C)cc1C(C)NC(=O)c1n[nH]c(=O)c2ccccc12 (configuration not stated)	13%
O=C(NCc1ccccc1F)C1c2ccccc2C(=O)N(Cc2ccccc2)C12CCCC2 (configuration not stated)	-15%
CNc1c(NC(=O)Nc2ccccc2F)c(=O)oc2ccccc12	-16%
COc1ccc(CC(=O)Nc2c(C(=O)Nc3ccc(F)cc3)oc3ccccc23)cc1OC	-9%
Cc1ccc(OCC(=O)N2CCCCCC2c2nc(C)no2)cc1 (configuration not stated)	-16%
COc1cccc(C(=O)N2CCC(N3C[C@H](O)C[C@H]3C(=O)Nc3ccc(F)cc3)CC2)c1	-18%
O=C(CSc1ccc2c(c1)OCCCO2)NCc1ccc2c(c1)OCO2	22%
O=C1CO[C@H]2CCN(Cc3cccs3)CC[C@@H]2N1c1ccccc1	?
O=C(c1ccc(C(F)(F)F)cc1)N1CCn2c(nn(-c3ccc([N+](=O)[O-])cc3)c2=O)C1	0%
O=c1ncn(Cc2ccccc2)c2ccc(-c3ccc(F)cc3F)nc12	28µM*
COc1ccc(NC(=O)CC(C)n2cccn2)cc1Cl (configuration not stated)	1%
CCCS(=O)(=O)N1CCC(n2c(C)nc3cccnc32)CC1	-8%
CC(C)Oc1ccc(CN2CCc3nc(Nc4ccc5c(c4)OCCO5)ncc3C2)cc1	?
N#C/C(=C\c1ccc(Br)cc1)c1nc(-c2cc3cc(Br)ccc3oc2=O)cs1	-9%
Cc1ccc(N2CC(Cc3ccccc3)N(C(=O)c3ccnn3C)CC2=O)cc1 (configuration not stated)	-1%
O=C(NCCCN1CCN(c2ccc(F)cc2)CC1)c1cc2c(Cl)nc3ccccc3c2s1	12%
Cc1ccc(-c2csc(NC(=O)C34CC5CC(CC(C5)C3)C4)n2)cc1	-7%
CC(NC(=O)c1ccc(C(C)(C)C)cc1)C(=O)N1CCN(c2ccccn2)CC1 (configuration not stated)	?
Cc1noc(C)c1[S+](=O)([O-])N1CCCC2(C1)NC(=O)c1ccccc1O2 (configuration not stated)	-21%
Cc1ccc(-n2nnnc2SCc2nc3ccsc3c(=O)[nH]2)cc1	7%
O=C(NCc1ccc(F)cc1)C(c1ccc(F)cc1)N(C(=O)c1csnn1)C1CC1 (configuration not stated)	21%
CC(C)c1cc(-c2nc(-c3ccc(Br)cc3)no2)n[nH]1	16%
COc1ccc(-c2nc(CNC(=O)NC3CCCCC3)c(C)o2)c(OC)c1	-8%
Cc1ccc(Cl)cc1NC(=S)N(C)N	3%
CCc1nn(CC(=O)NCc2ccccc2Cl)c(=O)c2cccn12	10%
O=C1CCCC2=C1C(c1ccccc1Cl)CC(=O)N2c1ccc(F)cc1F (configuration not stated)	10%
Next records follow.
SMILES	KDM5B inhibitor
CCOC(=O)c1c(C)c(-c2ccccc2)n(CC(=O)NC2CCCCC2)c1C	7%
Cc1cc(=O)n(CC(=O)NCc2ccc(F)cc2)c(N2CCc3ccccc3C2)n1	-28%
O=C1N(c2ccc(F)cc2)CCOC12CCN(Cc1ccccc1Cl)CC2	2%[86.2 µM]
COc1ccc(C(=O)N[C@H]2COC[C@H]2Cc2cc(C)no2)c(OC)n1	0%
CN1Cc2ncnc(NCCc3ccc(F)cc3)c2CN(c2ccc(Cl)cc2)C1=O	-10%
Cc1c(CC(=O)NCC2CCCOC2)c2c(n1CC(C)C)CC(C)(C)CC2=O (configuration not stated)	-1%
